# Spn PMK inh – S. pneumoniae PMK inhibitors, primary screen, biochemical, mevalonate pathway, pilot trial included; inhibition, % at 10 µM; 65,000 tested, 0.49% active; purified PMK, PK/LDH-coupled NADH absorbance 340 nm; phosphomevalonate kinase (Streptococcus pneumoniae D39);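 active means top-ranked compounds by inhibition in the single 10 µM screen, taking a fixed number of the strongest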;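 further: 0% = full reaction with DMSO carrier and 100% = background rate without enzyme reaction; no value below 0 was filed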
# HPDE-C7 viability – cytotoxicity in HPDE-C7 cells, cell-based, fluorescence, HTS (AID 430). HPDE-C7 pancreatic duct cells viability, fluorescence; higher % means a stronger effect. cytotoxicity, % at 10 µM, or EC50 in µM where a hit was titrated. 63,000 tested, 1.8% active;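 further: cells exposed to compound for 48 hours before viability readout; 0% = vehicle and 100% = reference cytotoxic drug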
# HPDE-C7K KRASV12 – cytotoxicity in KRAS-transformed pancreatic duct cells, primary screen, cell-based, fluorescence, HTS (AID 431); HPDE-C7K KRASV12 cells, Alamar Blue viability, 48 h; higher % means a stronger effect; one-dose cytotoxicity, % at 10 µM; EC50 in µM for titrated hits; 63,000 tested, 1.7% active;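 active means compounds whose percent cytotoxicity in the single-dose primary screen, scaled between solvent and toxic-drug controls, exceeds 50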;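 further: 0% = DMSO solvent wells and 100% = doxorubicin-treated wells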
# DPM-DC inhibit – S. pneumoniae DPM-DC inhibitors, primary screen, biochemical, PK/LDH-coupled NADH fluorescence; purified DPM-DC; 65,000 tested, 0.49% active; diphosphomevalonate decarboxylase (Streptococcus pneumoniae D39); calls only at 10 µM;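 active means the 320 compounds with the highest percent inhibition in the single-dose primary screen, excluding strongly autofluorescent ones, cut at about 32% in these data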;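 further: kinetic rate of NADH fluorescence loss reporting ADP formed by the decarboxylase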
# Spn MK inh – S. pneumoniae MK inhibitors, primary screen, biochemical, PK/LDH-coupled NADH absorbance; inhibition, % at 10 µM; purified MK, PK/LDH-coupled NADH absorbance 340 nm; 65,000 tested, 0.48% active; mevalonate kinase [Streptococcus pneumoniae D39];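 active means ranked among the strongest by inhibition in the single 10 µM screen, a fixed top-ranked set picked for dose follow-up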; further: no value below 0 was filed
# TNAP inhibition – human TNAP enzyme inhibitors, biochemical, luminescent (AID 518). Alkaline phosphatase, tissue-nonspecific isozyme (Homo sapiens). inhibition, % at 20 µM; hits with a dose series show IC50 in µM. 64,000 tested, 0.09% active. purified TNAP enzyme, luminescent substrate readout; higher % means a stronger effect; in the data active means a potency from the dose series; inactive means the rest, 99 in 100 with inhibition below about 22%;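 further: plate controls were vehicle for no effect and reference inhibitor for full effect; many of its hits are not listed in these tables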
# LYP phosphatase – LYP phosphatase inhibitors, primary screen, biochemical, DiFMUP fluorescence, recombinant catalytic domain, 10 µM (AID 606) | Tyrosine-protein phosphatase non-receptor type 22 (Homo sapiens) | recombinant LYP catalytic domain, DiFMUP fluorescence; higher % means a stronger effect | inhibition, % at 10 µM; hits with a dose series show IC50 in µM | 52,000 tested, under 10 active;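 active means IC50 under 40 µM in the dose-response test; inactive means IC50 of 40 µM or more, or never dose-tested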
# Bfl-1 displacement – Bfl-1 inhibitors, primary screen, biochemical, fluorescence polarization, FITC-Bid, mouse (AID 432); FITC-Bid BH3 peptide fluorescence polarization displacement; higher % means a stronger effect; Bcl-2-related protein A1 (Mus musculus); displacement, % at 20 µM, or IC50 in µM where a hit was titrated; 64,000 tested, 0.02% active; in the data active means a potency from the dose series; inactive means the rest, 99 in 100 with displacement below about 15%; further: strong numbers were not always called active
# HT1080 viability – cytotoxicity in HT1080 fibrosarcoma cells, cell-based, fluorescence readout (AID 620); HT1080 viability, fluorescence; higher % means a stronger effect; cytotoxicity, % at 10 µM, or EC50 in µM where a hit was titrated; 87,000 tested, 0.42% active;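 further: cells exposed to compound overnight then 4 h with Alamar Blue; 0% = vehicle DMSO and 100% = killing control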
# Spn PMK inh pilot replicates – also measured in Spn PMK inh; calls as there; inhibition, %; measured here: pilot screen replicates
# Spn MK inh pilot replicates – further read-out of Spn MK inh, marked with its call; inhibition, %; measured here: pilot screen replicates
# DPM-DC inhibit pilot screen % – recorded beside DPM-DC inhibit, whose call it bears; inhibition, %; measured here: pilot screen trials
# * marks the source's active call; other numbers are inactive results; i = inactive; / = not tested or not shown. Unless noted, no stated cut-off is given here; in the data, active means cytotoxicity above about 50%; inactive means the rest.
SMILES,Spn PMK inh,HPDE-C7 viability,HPDE-C7K KRASV12,DPM-DC inhibit,Spn MK inh,TNAP inhibition,LYP phosphatase,Bfl-1 displacement,HT1080 viability,others
CCn1nc(C(=O)NCCc2ccc(S(N)(=O)=O)cc2)c2ccccc2c1=O,19,-5%,-1%,i,0,8%,6%,5%,0%,
C=CCn1c(N)c(C(=O)OCCC)c2nc3ccccc3nc21,18,5%,7%,/,2,6%,-1%,-1%,4%,
CC(C)C(=O)NCCn1ccc2ccccc21,8,-8%,-4%,i,2,8%,29%,-4%,2%,
O=C(C1CCN(S(=O)(=O)N2CCOCC2)CC1)N1CCN(c2ccccc2)CC1,7,-3%,-6%,i,0,5%,/,-6%,9%,
CCOC(=O)Cn1cnc2sc3c(c2c1=O)CCC3,7,-15%,-13%,i,8,-3%,12%,-4%,2%,
O=C(c1c(F)cccc1F)N1CCN(c2ccccc2F)CC1,5,1%,1%,i,3,2%,-2%,1%,-4%,
[O-][N+]12CCN(CC1)c1ccccc12,4,-15%,-7%,i,7,8%,/,-2%,8%,
O=C(NCCCN1CCCC1)C1CCC(=O)N1C1CCCCC1 (stereo unspecified),17,1%,-6%,i,1,8%,16%,1%,10%,
CCCS(=O)(=O)N1CCCC(C(=O)NCCCN(C)c2ccccc2)C1 (stereo unspecified),11,-1%,-7%,i,6,7%,/,0%,17%,
CCCN(CCC)S(=O)(=O)c1ccc2c(c1)CCCN2C(C)=O,9,2%,2%,i,12,-3%,/,-6%,-11%,
CN(C)S(=O)(=O)N1CCN(C(=O)N2CCCCC2)CC1,5,/,/,i,5,4%,12%,-2%,-3%,
O=C(Cc1ccccc1)N[C@H](c1ccccc1)P(=O)(O)CO,5,-25%,-10%,i,6,0%,8%,1%,-15%,
CCCc1cc(=O)n2[nH]cnc2n1,7,-34%,-12%,i,9,18%,9%,2%,1%,Spn PMK inh pilot replicates=1.0;Spn MK inh pilot replicates=1.0;DPM-DC inhibit pilot screen %=0.0
COc1ccc(-c2nc(C#N)c(NC(C)c3ccccc3)o2)cc1OC (stereo unspecified),6,-6%,3%,/,5,3%,/,-2%,0%,
O=C(c1cccnc1)N1CCN(Cc2ccc3c(c2)OCO3)CC1,0,0%,-16%,i,0,11%,/,-1%,1%,Spn PMK inh pilot replicates=1.0;Spn MK inh pilot replicates=0.0;DPM-DC inhibit pilot screen %=0.5
Cc1ccc(S(=O)(=O)NC2(C(F)(F)F)NC(=O)N(C)C2=O)cc1 (stereo unspecified),10,/,/,i,1,14%,/,-7%,6%,
O=c1[nH]c(N2CCOCC2)nc2c1CCCC2,0,-9%,-10%,i,0,2%,-6%,0%,0%,
Cc1ccc(NC(=O)CS(=O)(=O)c2c[nH]c3ccccc23)c(C)c1,2,-42%,-17%,i,6,3%,11%,-29%,-2%,
CC(Sc1nnc(N)s1)c1ccccc1Cl (stereo unspecified),5,-3%,-2%,i,9,9%,-18%,7%,4%,
CC(/C=N/O)Cc1ccc2c(c1)OCO2 (stereo unspecified),3,-9%,-13%,i,3,3%,/,-2%,0%,
CCOc1ccc(Oc2nc(Nc3ccc(C)cc3)nc(N(C)C)n2)nn1,0,-11%,5%,i,7,10%,11%,2%,1%,Spn PMK inh pilot replicates=1.5;Spn MK inh pilot replicates=0.0;DPM-DC inhibit pilot screen %=1.0
Cc1cc(C)c(S(=O)(=O)Nc2nnc(C)s2)c(C)c1,10,23%,13%,i,3,8%,-8%,-2%,1%,
CCC1C(O)=C(c2ccccn2)C(=N)N1c1ccccc1 (stereo unspecified),7,0%,3%,i,4,12%,-2%,2%,0%,
O=C(CSc1ncccc1-c1nc2ccccc2[nH]1)N1CCN(c2ccccc2F)CC1,14,5%,5%,i,6,7%,-5%,-1%,-5%,
Cc1cccn2c(=O)c3cc(C#N)c(=NC(=O)c4ccncc4)n(Cc4ccco4)c3nc12,13,3%,14%,/,11,10%,5%,15%,9%,Spn PMK inh pilot replicates=0.0;Spn MK inh pilot replicates=0.0
CCC(C)NC(=O)c1c(C)cc(=O)oc1C (stereo unspecified),6,-21%,-14%,i,0,5%,/,4%,4%,
CCn1nc(C(=O)OCC(=O)N2CCc3ccccc32)c2ccccc2c1=O,15,-11%,-7%,i,0,1%,10%,0%,7%,Spn PMK inh pilot replicates=0.0;Spn MK inh pilot replicates=4.0;DPM-DC inhibit pilot screen %=4.5
Cn1c(=O)c2c(nc(SCC(=O)N3c4ccccc4CCc4ccccc43)n2C)n(C)c1=O,0,-4%,4%,i,6,4%,/,-3%,/,
CN(C)S(=O)(=O)c1ccc(C(=O)N2CCC(c3nc4ccccc4o3)CC2)cc1,7,-7%,-3%,i,0,8%,6%,2%,-2%,Spn PMK inh pilot replicates=4.5;Spn MK inh pilot replicates=0.0;DPM-DC inhibit pilot screen %=0.0
COc1ccccc1OC(C)C(=O)O (stereo unspecified),10,-9%,-9%,i,0,10%,/,3%,/,
CC(=O)N1CCN(c2ccc(S(=O)(=O)N3CCCCC3)cn2)CC1,14,9%,5%,i,6,8%,1%,-2%,-1%,Spn PMK inh pilot replicates=1.0;Spn MK inh pilot replicates=0.0;DPM-DC inhibit pilot screen %=1.0
COc1cc(C2CC(C(F)(F)F)n3ncc(C(=O)O)c3N2)cc(OC)c1OC (stereo unspecified),18,-4%,-10%,i,10,10%,0%,-4%,3%,
COc1ccc(OC)c(NC(=O)CSc2nnc(CCCO)n2-c2ccccc2)c1,0,1%,-1%,i,7,-8%,-6%,-4%,0%,
COc1cc2c(C(=O)N3CCN(C4CCCCC4)CC3)cn(CC(C)C)c(=O)c2cc1OC,13,-1%,1%,i,2,0%,-7%,-5%,0%,
COc1ccc(C(=O)Cn2c(Br)nc3c2c(=O)n(C)c(=O)n3C)cc1OC,4,0%,-13%,i,8,6%,5%,0%,7%,
Nc1nsnc1C(=O)NCCO,13,9%,4%,i,17,14%,10%,-12%,-7%,
Cc1ccc(Cl)cc1N1CCN(C(=O)C2CCN(S(=O)(=O)c3c(C)nn(C)c3C)CC2)CC1,14,6%,2%,i,0,12%,/,-8%,-4%,
O=C(Nc1ccn(-c2ccccc2)n1)c1ccc(S(=O)(=O)N2CCCCCC2)cc1,8,5%,1%,i,4,8%,/,1%,-6%,
COc1ccc(S(=O)(=O)N2CCN(C(=O)NCc3ccccc3)CC2)cc1,7,1%,-9%,i,1,6%,/,1%,-7%,
CCOc1ccc(CNc2ccc3c(c2)ncn3C)cc1,11,9%,18%,i,7,17%,/,0%,1%,Spn PMK inh pilot replicates=1.0;Spn MK inh pilot replicates=1.5;DPM-DC inhibit pilot screen %=8.5

# Grouped by structure, those above containing a CF3 group.
SMILES,Spn PMK inh,HPDE-C7 viability,HPDE-C7K KRASV12,DPM-DC inhibit,Spn MK inh,TNAP inhibition,LYP phosphatase,Bfl-1 displacement,HT1080 viability,others
Cc1ccc(S(=O)(=O)NC2(C(F)(F)F)NC(=O)N(C)C2=O)cc1 (stereo unspecified),10,/,/,i,1,14%,/,-7%,6%,
COc1cc(C2CC(C(F)(F)F)n3ncc(C(=O)O)c3N2)cc(OC)c1OC (stereo unspecified),18,-4%,-10%,i,10,10%,0%,-4%,3%,

# The list continues.
SMILES,Spn PMK inh,HPDE-C7 viability,HPDE-C7K KRASV12,DPM-DC inhibit,Spn MK inh,TNAP inhibition,LYP phosphatase,Bfl-1 displacement,HT1080 viability,others
Cc1ccc(C)n1NC(=O)c1ccco1,5,12%,25%,i,11,18%,14%,-2%,1%,Spn PMK inh pilot replicates=4.5;Spn MK inh pilot replicates=2.0;DPM-DC inhibit pilot screen %=1.0
Cc1ccc2c(C)[nH]c(=O)cc2c1,10,-12%,-4%,i,0,2%,/,-3%,5%,
COc1ccccc1N1CCN(CC(O)COc2ccc3c(C)cc(=O)oc3c2)CC1 (stereo unspecified),0,-5%,-9%,i,3,12%,/,-6%,0%,
OCCNc1nc2ccc(Cl)cc2[nH]1,6,-10%,-10%,i,0,11%,5%,-16%,-6%,Spn PMK inh pilot replicates=2.5;Spn MK inh pilot replicates=0.0;DPM-DC inhibit pilot screen %=5.0
CN(C(=O)c1coc(=O)c2ccccc12)c1ccc(F)cc1,9,-1%,0%,i,0,12%,29%,-9%,-4%,
Cc1cc(C)c(Cn2c(=O)n(CCCC(=O)NCc3ccco3)c(=O)c3ccccc32)c(C)c1,17,-4%,-5%,i,0,8%,10%,-4%,-8%,Spn PMK inh pilot replicates=4.5;Spn MK inh pilot replicates=1.0;DPM-DC inhibit pilot screen %=0.5
O=C(C1CCC1)N1CCN(Cc2ccccc2)CC1,7,-5%,-6%,i,11,8%,10%,-4%,1%,
COc1ccc(NC(=O)C2CCC(=O)N2S(=O)(=O)c2ccc(C)cc2)c(OC)c1 (stereo unspecified),5,1%,4%,i,6,6%,9%,0%,0%,
COc1cc2c(OC)cccc2cc1C(=O)O,0,0%,-7%,/,8,20%,-1%,2%,6%,Spn PMK inh pilot replicates=5.0;Spn MK inh pilot replicates=0.0
COc1ccccc1-n1c(SCC(=O)Nc2nnc(C)s2)nc2c(c1=O)SCC2,0,/,/,i,4,/,-33%,/,20%,
COCCn1c(SCC(=O)N2CCc3ccccc32)nc2c(c1=O)SC(C)C2 (stereo unspecified),18,11%,11%,i,8,20%,16%,4%,1%,Spn PMK inh pilot replicates=6.0;Spn MK inh pilot replicates=0.5;DPM-DC inhibit pilot screen %=0.0
Cc1cc(C)n(-c2nc(C)nc3c2cnn3-c2ccccc2)n1,12,-4%,-2%,i,7,17%,/,1%,0%,Spn PMK inh pilot replicates=3.0;Spn MK inh pilot replicates=0.0;DPM-DC inhibit pilot screen %=3.5
Cc1cc(NC(=O)c2cc(Cl)ccc2Cl)no1,10,-2%,3%,i,8,1%,17%,0%,-3%,
Cc1ccc(CC2C(=O)N(c3ncccn3)C(=O)C2C)cc1 (stereo unspecified),0,-7%,5%,i,5,1%,-2%,-4%,6%,
COc1ccccc1NC(=O)C1=C(C)NC(=O)NC1c1ccc(C)cc1 (stereo unspecified),7,-7%,0%,i,6,9%,-2%,-1%,2%,
CCCCC(=O)Nc1ccc(C(=O)Nc2ccc3c(c2)OCO3)cc1,7,9%,16%,i,9,18%,8%,-7%,-1%,
O=C(CCS(=O)(=O)c1ccc(Br)s1)NCc1cccs1,15,-4%,-13%,i,5,4%,-2%,-2%,-4%,
CN(C)CCCN1C(=O)C(O)=C(C(=O)c2cc3ccccc3o2)C1c1ccccc1 (stereo unspecified),10,-12%,1%,i,5,15%,5%,1%,-9%,
O=C(CCn1cccc1)NCc1ccc(Cl)cc1,8,-11%,-7%,i,0,7%,9%,7%,0%,
Cc1ccc(-n2ncc3c(NCC4CCCO4)ncnc32)c(C)c1 (stereo unspecified),0,/,/,i,14,/,-9%,/,3%,

# Screens as filed in PubChem.
